S3 lipid droplet: qHTS Assay for Lipid Storage Modulators in Drosophila S3 Cells. Drosophila S3 cells, BODIPY lipid droplet fluorescence, 18-24 h; cells fed with added oleic acid. Potency in µM for hits, for the others lipid storage change, negative = inhibition, % at the top dose, mostly 46.1 µM. 320,000 compounds, 0.64% hits; active = well fitted inhibition curve with a large enough effect in the signal ratio, with a control signal flat, not every such curve was filed as active; inconclusive = small, poorly fitted or top-dose-only effect, or effect the other way, or a change in a side signal; the % refers to the signal ratio
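Drosophila S3 cells loaded with oleic acid (400 uM, as added) and compounds at several concentrations; lipid droplets imaged by 488-nm laser-scanning cytometry, 500–530 nm intensity and object ratio to cell channel. Percent activity normalized to 20 uM Triacsin C.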
S3 lipid droplet cell count max: second read-out of S3 lipid droplet, no call of its own (marks repeat the call); cell number change, %; measured here: cell count max response;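 cells counted by Cell Tracker Red CMTPX staining in the red channel; peak over a dose series mostly up to 46.1 µM; percent activity relative to internal control wells on each plate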
Starred values were filed as active, the others as inactive; i = inactive; ? = inconclusive; . = no result given. % is set by controls: 0 for no effect and ±100 for the full control effect; potency is the fitted concentration of half-maximal effect. Only part of the results is shown (hit frequency here may not be typical).

SMILES	S3 lipid droplet	S3 lipid droplet cell count max
CN(C)c1ccc(/C=C2\SC(=O)N(CC(O)Cn3c4ccccc4c4ccccc43)C2=O)cc1 (stereo not given)	1.4%	1.4
O=C(Cn1c(CCCO)nc2ccccc21)Nc1ccccc1-c1ccccc1	9.1%	20.6
Cc1ccc(OCCn2cc(C(=O)O)c3ccccc32)cc1	-6.4%	6.6
CC1=C(C(=O)OC2CCCCCCC2)C(c2ccc(O)cc2)NC(=O)N1 (stereo not given)	?	.
CCOC(=O)C1CCCN(C(=O)CS(=O)(=O)Cc2ccccc2)C1 (stereo not given)	-19.3%	3.0
COCCCNC(=S)N1CCC(C(=O)c2ccc(Cl)cc2)CC1	-8.1%	-7.8
Cc1c(C)c2ccc(OCC(=O)N[C@@H](Cc3c[nH]c4ccccc34)C(=O)O)cc2oc1=O	-19.6%	.
CCO[C@H]1OC(C(N)=O)=C[C@@H](C)[C@@H]1CCCO	-15.0%	-0.4
COc1ccc(COC(=O)c2ccc(C)c(S(=O)(=O)N3CCOCC3)c2)cc1F	?	.
Cc1nc(SCC(=O)c2cccs2)c2oc3ccccc3c2n1	?	.
COc1ccc(C(O)P(=O)(OCCC(C)C)c2ccc(N(C)C)cc2)cc1OC (stereo not given)	-7.0%	-1.5
O=C(NC1CCCCC1)c1sc(=S)n2c1[nH]c(=O)c1ccccc12	?	.
O=C(N/N=C/c1cc(Cl)ccc1O)c1cccnc1	?	.
CCc1cc(OCCN2C(=O)NC(C)(C)C2=O)ccc1Cl	?	.
NC(=O)C1=C[C@@H](c2ccc(Br)cc2)C[C@@H](OCc2ccc(CO)cc2)O1	5.3%	-12.8

Record cards (already shown):
Cc1c(C)c2ccc(OCC(=O)N[C@@H](Cc3c[nH]c4ccccc34)C(=O)O)cc2oc1=O in the list: S3 lipid droplet = -19.6%; S3 lipid droplet cell count max = .
COc1ccc(COC(=O)c2ccc(C)c(S(=O)(=O)N3CCOCC3)c2)cc1F in the list: S3 lipid droplet = ?; S3 lipid droplet cell count max = .

Next part:
SMILES	S3 lipid droplet	S3 lipid droplet cell count max
CCOc1ccccc1NC(=O)c1oc2ccccc2c1NC(=O)C1CC1	18.5%	.
COCCCNC(=S)NNC(=O)c1ccccc1Br	?	.
Cc1cc(=O)n(Cc2ccccc2)c(O)c1C#N	?	.
CC(NC(=O)c1cccc(S(=O)(=O)N2CCN(C)CC2)c1)c1ccc(Cl)cc1Cl (stereo not given)	?	.
COc1ccc(C)cc1NCc1cccc(OC)c1OC	i	.
COc1ccc(OC)c(-n2nnnc2SCC(=O)Nc2ccccc2OC)c1	i	-24.1
O=C(O)CC(SCC(=O)NC1CCCc2ccccc21)C(=O)O (stereo not given)	?	.
Cc1ccc(-c2nc(NC(=O)CSc3nnc4scc(-c5ccccc5)n34)ns2)cc1	?	.
CCSc1nc(C2CC2)cc(-c2ccco2)c1C#N	?	.
O=C(N=C1SC2CS(=O)(=O)CC2N1Cc1ccccc1Cl)C1CCCO1 (stereo not given)	?	.
Cc1ccc(N2C(=O)C3C4C=CC(CC4)C3C2=O)c([N+](=O)[O-])c1 (stereo not given)	6.1%	.
CC(Cc1cccnc1)NC(=O)c1cc(COc2ccc(F)cc2Cl)on1 (stereo not given)	i	-19.6
CCCN(Cc1ccccc1)C(=O)Nc1ccc2c(c1)nnn2C	?	.
CSc1ccccc1-c1nnc(-c2ccc(Cl)cc2)o1	i	.
OC(CN1CCOCC1)CN1CCOCC1	?	.
Cc1ccc(C)c(S(=O)(=O)N2CCN(C(=O)c3cncc(Br)c3)CC2)c1	?	.
CC(C)C[C@@]12C(=O)N(c3cccc(F)c3)C(=O)N1[C@H](c1ccc(Cl)cc1)[C@@H]1C(=O)N(C3CCCCC3)C(=O)[C@@H]12	?	.
COC(=O)C1CSC(c2ccc(Cl)cc2)N1C(=O)c1ccccc1 (stereo not given)	?	.
Cc1ccc(C)c(S(=O)(=O)Nc2ccc(C(=O)NCC(c3ccco3)N(C)C)cc2)c1 (stereo not given)	?	.
COC(=O)c1cccc(NC(=S)Nc2cc(Cl)ccc2OC)c1	11.9%	12.9
Clc1ccc(OCc2nnc3n2N=C(c2ccc4c(c2)OCCO4)CS3)c(Cl)c1	?	.
c1ccc(C(c2nnnn2C2CCCC2)N2CCN(c3nc4ccccc4s3)CC2)cc1 (stereo not given)	7.5%	8.5
COc1cccc(-c2csc(N3CCN(C(=S)Nc4cccc(C)c4)CC3)n2)c1	-5.7%	-16.3
CC(=O)NC(Cc1cc(C)ccc1C)C(=O)N1CCN(C(=O)c2ccc(Br)cc2)CC1 (stereo not given)	-3.1%	-15.1
O=C1NC(=O)C(c2ccc(Cl)cc2)N1 (stereo not given)	0.4%	.
Oc1ccc(/C=N/N=C/c2ccc(O)cc2)cc1	-12.6%	0.8
CC(C)OC(=O)Nc1ccc2c(c1)N(C(=O)CCN(C)C)c1ccccc1CC2	21.6%	-9.4
CCc1onc(C)c1C(=O)O	-18.0%	-100.6
CC(=O)c1cccc(NC2c3ccccc3C(=O)N2Cc2ccc3c(c2)OCO3)c1 (stereo not given)	?	.
Nc1ccc(S(=O)(=O)Nc2nccc(/C=C/c3ccc(Cl)cc3)n2)cc1	?	.
COCCCNCC1C(Oc2ccc(Cl)cc2)C(=O)N1c1ccccc1C (stereo not given)	?	.
COc1ccc(OC)c(NC(=O)c2c(NC(=O)CCC(=O)O)sc3c2CCCCC3)c1	20.2%	10.0
O=C(CNC(=O)c1cccc(OC(F)F)c1)OCn1nnc2ccccc2c1=O	?	.
Cc1cc(C)cc(NC(=O)COC(=O)CNC(=O)C2CCCCC2)c1	?	.
Cc1cnc(NCCc2ccccc2)s1	5.9%	2.7
COc1ccc(Cc2nc3ccc(C(=O)NC(C)c4cn(C)nc4C)cc3o2)cc1 (stereo not given)	i	-22.9
COc1ccc(C(C)(C)C)cc1NC(=O)CN1C(=O)C(=O)N(Cc2ccco2)C1=O	?	.
CCOc1ccc(NC(=O)C2CCCN(C(=O)Nc3ccccc3)C2)cc1 (stereo not given)	?	.
Cc1cc(C(F)(F)F)n2ncc(C(=O)O)c2n1	14.6µM*	.
COC(=O)c1sccc1NC(=O)CC1C(=O)NCCN1C(=O)c1ccc(N(C)C)cc1 (stereo not given)	?	.
CN1CCN(CCCNC(=O)c2ccc(CSCc3cccc(Cl)c3)o2)CC1	6.4%	-14.3
CCn1c(SCC(=O)Nc2cc(C)on2)nnc1-c1ccc(S(=O)(=O)N2CCN(C)CC2)cc1	?	.
CN(C)C(=O)NC1c2ccccc2-c2ccccc21	?	.
CCN(CC(=O)Nc1cc(Cl)ccc1C)C(=O)CN1C(=O)NC(CC)(c2ccccc2)C1=O (stereo not given)	?	.
COc1ccc(NS(=O)(=O)c2cccc(C(=O)NNC(=O)CN3C(=O)NC(C)(C)C3=O)c2)cc1	?	.
CC12CCC(=O)N1C(C(=O)OCC(=O)Nc1cccc(Br)c1)CS2 (stereo not given)	?	.
CC1CCCCN1C(=O)COc1ccc(NC(=O)c2ccco2)cc1 (stereo not given)	?	.
CCCCOc1ccc(-c2nc(=S)[nH][nH]2)cc1	?	.
CCOc1ccccc1NC(=O)CCCc1ccc(OC)c(C)c1	?	.
CCOc1cc(S(=O)(=O)N2CCOCC2)ccc1F	-29.8%	5.8
COc1ccc(-c2cc(C(=O)N/N=C/c3cccnc3)c3cc(C)cc(C)c3n2)cc1	?	.
Cc1ccc2c(c1)cc(CN(C(=O)N1CCOCC1)C1CCCC1)c1nnnn12	?	.
CN(CC(=O)Nc1ccccc1Cl)C(=O)COC(=O)c1cc(S(=O)(=O)N(C)C)ccc1N1CCCC1	?	.
CC(=O)N1c2ccccc2C(C)CC12CCCCC2 (stereo not given)	?	.
Cc1ccc(C)c(OCC(=O)Nc2ccc(N3CCOCC3)cc2N2CCOCC2)c1	?	.
O=[N+]([O-])c1cc(N=Nc2ccc3ccccc3c2)ccc1O	23.5%	-8.5
Cc1ccc(CN(CC(=O)NCC2CCCO2)S(=O)(=O)c2ccc(C)cc2)cc1 (stereo not given)	i	4.8
COC(=O)C1=C(C)NC(=O)/C1=C\N(C)C	-20.0%	.
CC(=O)/C(=N\Nc1ccc(C)cc1)Sc1nncn1C	20.9%	.
COc1ccc(OCC(=O)N2CCN(C(=O)c3cccc4ccccc34)CC2)cc1	?	.
Other entries follow.
SMILES	S3 lipid droplet	S3 lipid droplet cell count max
COc1ccc(C(=O)NCc2ccccn2)cc1[N+](=O)[O-]	-12.8%	3.1
Cc1onc(-c2c(F)cccc2Cl)c1C(=O)NCCN1CCNC1=O	-16.8%	-0.2
Cc1ccc(NC2CCCN(C(=O)c3snnc3C)C2)cc1C (stereo not given)	i	26.7
O=C(NCCCn1ccnc1)c1ccc(NS(=O)(=O)c2ccc(Cl)c(Cl)c2)cc1	26.3%	.
O=C(Nc1ccc(CN2CCCCC2)cc1)c1sc2ccccc2c1Cl	2.3%	8.0
O=C1CC(N(CCc2ccccc2)C(=S)Nc2cc(Cl)ccc2Cl)C(=O)N1c1c(Cl)cccc1Cl (stereo not given)	i	-25.0
CCNC(=O)C(=O)Nc1ccc([N+](=O)[O-])cc1	?	.
CC(C)NCC(O)COc1ccc(Br)cc1 (stereo not given)	-0.6%	-1.3
O=C(CSC(=S)N1CCCCC1)c1ccccc1	?	.
O=C(COC(=O)c1ccncc1)Nc1ccccc1	-14.4%	-28.4
Cc1cc(C)n(CCNC(=O)c2cc(COc3ccc(F)cc3Cl)on2)n1	2.0%	-0.1
Cn1cc(C(=O)NC2C3CC4CC(C3)CC2C4)cn1 (stereo not given)	?	.
CC(Oc1ccc(F)cc1)C(=O)Nc1cc(S(=O)(=O)N2CCOCC2)ccc1N1CCN(C)CC1 (stereo not given)	?	.
C/C(CC(=O)Nc1ccccn1)=N\NC(=O)C(=O)Nc1cccc(Cl)c1C	-18.6%	0.2
COc1ccc(CN(C)CC(=O)NC2CCCc3ccccc32)cc1OC (stereo not given)	0.7%	-5.3

Random excerpt: 5 records from the list.
SMILES	S3 lipid droplet	S3 lipid droplet cell count max
O=C(N/N=C/c1cc(Cl)ccc1O)c1cccnc1	?	.
Cn1cc(C(=O)NC2C3CC4CC(C3)CC2C4)cn1 (stereo not given)	?	.
Cc1cc(C(F)(F)F)n2ncc(C(=O)O)c2n1	14.6µM*	.
CC(NC(=O)c1cccc(S(=O)(=O)N2CCN(C)CC2)c1)c1ccc(Cl)cc1Cl (stereo not given)	?	.
COc1ccc(NS(=O)(=O)c2cccc(C(=O)NNC(=O)CN3C(=O)NC(C)(C)C3=O)c2)cc1	?	.

Given with values under each structure: part of the list above.
Values run as follows: S3 lipid droplet | S3 lipid droplet cell count max
> Cc1cc(C)n(CCNC(=O)c2cc(COc3ccc(F)cc3Cl)on2)n1
    2.0% | -0.1
> Cc1ccc(NC2CCCN(C(=O)c3snnc3C)C2)cc1C (stereo not given)
    i | 26.7
> O=C(Nc1ccc(CN2CCCCC2)cc1)c1sc2ccccc2c1Cl
    2.3% | 8.0

The listing continues:
SMILES	S3 lipid droplet	S3 lipid droplet cell count max
Cn1c(=O)c2cc(S(=O)(=O)NCCC(=O)Nc3ccccc3F)ccc2n(C)c1=O	37.8%	.
COC(=O)c1sc(N2C(=O)c3oc4ccccc4c(=O)c3C2c2cccc(O)c2)nc1C (stereo not given)	23.9%	.
Cc1cc2nc(-c3cccc(NC(=O)c4ccc(Br)o4)c3)oc2cc1C	?	.
Cc1occc1-c1nnc(SCC(=O)Nc2ccccc2)n1C	-3.3%	1.6
COc1ccc(CC(=O)N/N=C(/C)CC(=O)N(C)c2ccccc2)cc1	i	.
C=CCN1C(=O)/C(=C/c2ccc(O)c(OC)c2)S/C1=N/c1nccs1	?	.
CC(C)CC(=O)c1c[nH]c(C(=O)NCc2ccccc2)c1	8.0%	7.3
CN(C(=O)COC(=O)c1ccc([N+](=O)[O-])cc1N)c1ccccc1	?	.
O=C(c1cc([N+](=O)[O-])ccc1N1CCCC1)N1CCCCC1	?	.
COCCn1c(SCC#N)nnc1-c1ccc2c(c1)OCO2	?	.
O=C(NCc1ccccc1)N1CCN(c2ccccc2)CC1	i	-2.1
COc1cccc(CNc2ccc3[nH]c(=O)[nH]c3c2)c1OCc1ccccc1	?	.
Cc1cc([N+](=O)[O-])nn1Cc1ccc(C(=O)N/N=C/c2ccc(O)cc2O)cc1	?	.
COC(=O)[C@H](C)NC(=O)/C=C/c1ccc(OC)cc1	8.0%	3.7
CCCN1CCN(S(=O)(=O)c2ccc3c(c2)CC(C)N3C(=O)C2CC2)CC1 (stereo not given)	i	-1.5
CC(C)CNC(=O)c1cc(S(=O)(=O)N2CCOCC2)ccc1N1CCCC1	-5.1%	4.3
O=S(=O)(Nc1nc2ccccc2nc1N1CCN(c2ccccc2)CC1)c1ccc(F)cc1	-4.5%	-16.0
CCC(C(=O)NCc1cccnc1)n1nc(C)n2c(cc3occc32)c1=O (stereo not given)	i	-1.5
Cc1ccccc1SCc1noc(C(=O)NCC2CCCO2)c1C(=O)O (stereo not given)	7.1%	-5.9
COc1ccc(-n2nc(C(=O)NCC(=O)N3CCN(c4ccccc4F)CC3)c3ccccc3c2=O)cc1OC	?	.
CS(=O)(=O)Nc1ccc(C2=NN(S(C)(=O)=O)C(c3cccs3)C2)cc1 (stereo not given)	3.5%	17.1
CCn1cc(C(=O)N[C@@H](CCSC)C(=O)NCCCn2ccnc2)c(=O)c2cc3c(cc21)OCO3	?	.
COc1ccc(N(CC(=O)Nc2c(C)cccc2C)S(=O)(=O)c2ccccc2[N+](=O)[O-])c(OC)c1	0.7%	12.8
COc1ccccc1S(=O)Cc1ccc(C(=O)NCc2ccccc2Cl)o1 (stereo not given)	3.6%	-3.7
